Screens deposited in PubChem BioAssay by several laboratories.
HDAC3 inh: HDAC3 deacetylase inhibitors, primary screen, biochemical, fluorescence, cell-free homogeneous; recombinant HDAC3, fluorogenic peptide/trypsin coupled; inhibition, % at 8.3 µM; 320,000 compounds, 0.15% hits; AID 2718, 2010; in the data active = inhibition above about 26%, passing the limit was not always enough; inconclusive = no clear call, values can overlap the other calls
Target sequence (O15379 whole entry, looked up): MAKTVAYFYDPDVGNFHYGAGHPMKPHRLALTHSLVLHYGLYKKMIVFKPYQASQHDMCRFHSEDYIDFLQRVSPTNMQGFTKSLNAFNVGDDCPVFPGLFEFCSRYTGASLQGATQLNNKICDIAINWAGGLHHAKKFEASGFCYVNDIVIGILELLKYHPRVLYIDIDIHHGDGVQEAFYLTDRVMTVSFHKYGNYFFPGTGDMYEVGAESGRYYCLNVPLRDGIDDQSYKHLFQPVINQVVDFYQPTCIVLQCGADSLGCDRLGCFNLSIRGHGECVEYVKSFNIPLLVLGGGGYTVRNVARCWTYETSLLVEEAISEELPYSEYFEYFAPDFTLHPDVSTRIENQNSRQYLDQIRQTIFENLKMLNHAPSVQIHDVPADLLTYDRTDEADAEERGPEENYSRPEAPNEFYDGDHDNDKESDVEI
HSF1 inh: HSF1 inhibitors in luciferase reporter cells, primary screen, cell-based, NIH3T3, luminescence | NIH3T3-HGL HSE-luciferase, MG132-induced, luminescence 8 h; hits give low values | 300,000 compounds, 0.77% hits | AID 2098, 2009 | activity change, negative = inhibition, % at 7.5 µM (by protocol);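 active = more than half of replicate wells show activity change below -50%, luminescence cut by over half; inconclusive = some wells, but at most half, below -50%; inactive = no replicate well below -50%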;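 also: luciferase reports HSF-1 transcriptional activity via heat shock element; 0% = median of DMSO wells and -100% = zero luminescence signal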
aSyn UTR inh: MLPCN primary screen, SNCA 5' untranslated region. alpha-synuclein 5'UTR reporter, inhibitor activity. inhibition, % (tested at 7.5 µM). 300,000 compounds, 0.82% hits. AID 1813, 2009; in the data active = inhibition above about 60%; inconclusive = no clear call, values can overlap the other calls;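 also: H4 neuroglioblastoma cells stably carrying SNCA 5'UTR luciferase fusion; 0% = DMSO wells and 100% = positive control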
HSP90 inh: HSP90 inhibitors, primary screen, cell lysate, luminescence | inhibition, % at 5.6 µM | Heat shock protein HSP 90 (rabbit reticulocyte lysate; luciferase refolding) | Rabbit reticulocyte lysate, luciferase refolding luminescence, 3 h | 290,000 compounds, 0.91% hits;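 active = inhibition above the screen-wide mean plus 3 SD, computed separately per campaign, cut at about 16% in these data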;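 also: 0% = DMSO wells and 100% = 60 µM geldanamycin wells; inhibitors lower the luminescence because luciferase stays unfolded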
HSF1 activator: HSF-1 activators, primary screen, NIH3T3-HGL cells, MG132 stress, luminescence, single point; NIH3T3-HGL HSF-1 luciferase reporter, 8 h; 100% = twice DMSO control signal; activation, % at 9 µM; 300,000 compounds, 1.7% hits; AID 504408, 2011;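 active = mean replicate activation of at least 50% with a set share of replicates each reaching 50%; inconclusive = only one of those two conditions met; inactive = mean below 50% and too few replicates reaching it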;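 also: 0% = median of the neutral control wells and 100% = twice that signal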
AI-2 QS modul: Vibrio harveyi AI-2 quorum sensing modulators, primary screen, JMH597 strain, luminescence/OD600 ratio. activity change, % at 7.5 µM. 300,000 compounds, 0.4% hits. Vibrio harveyi JMH597 AI-2 luminescence/OD600 ratio, 9 h; hits give low values; strain lacks LuxN and CqsS sensors; 0 = neutral-control median. AID 2094, 2009; in the data active = activity change below about -75%, passing the limit was not always enough; inconclusive = no clear call, values can overlap the other calls;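 also: luminescence divided by OD600 gain over 9 h not by final OD600 alone; inactives centre near 13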
HIF act: HIF pathway transcriptional activators, primary screen, cell-based, U2OS HRE-luciferase, luminescence; U2OS HRE-luciferase reporter; normalized: DMSO 0%, desferrioxamine 100%; 300,000 compounds, 0.32% hits; AID 1910, 2009; activation, % at 7.5 µM (by protocol);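 active = mean activation of at least 10% of the iron chelator positive control signal, with at least half of replicates also reaching 10%; inconclusive = mean and replicate majority disagree about reaching 10%; inactive = mean and most replicates under 10%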
KLF5 inhibitor: KLF5 expression inhibitors, primary screen, DLD-1 cells, luminescence. 290,000 compounds, 0.23% hits. AID 1700, 2009. inhibition, % at 5 µM. DLD-1 KLF5 promoter-luciferase reporter;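 active = inhibition above a per-plate limit of that plate's mean compound inhibition plus 3 SD, cut at about 60% in these data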;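 also: 0% = DMSO wells and 100% = LY294002 at 200 µM; higher means less KLF5 promoter-driven luciferase light; inactives centre near -14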
Platelet DG rel: inhibitors of platelet dense granule secretion, primary screen, cell-based, MLPCN, human platelets; inhibition, %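 (compounds screened at 7.5 µM in platelet-rich plasma)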; human platelet-rich plasma, SFLLRN dense granule ATP release, luminescence; AID 1663, 2009; 300,000 compounds, 0.22% hits;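 active = mean replicate score, as percent of positive control, at or above 50; inconclusive = mean below 50 but at least one replicate at or above 50; inactive = mean and every replicate below 50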
IEC-6 tox: cytotoxicity in IEC-6 intestinal epithelial cells, primary screen, cytotoxicity control for KLF5 inhibitor project, cell-based, luminescence; 290,000 compounds, 0.78% hits; IEC-6 cytotoxicity, luminescence viability; inhibition, % at 5 µM; in the data active = inhibition above about 22%;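 also: 0% = plate median of test compound wells and 100% = cytotoxic reference compound wells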
An asterisk follows results filed as active; ? = inconclusive; / = no result given.

SMILES	HDAC3 inh	HSF1 inh	aSyn UTR inh	HSP90 inh	HSF1 activator	AI-2 QS modul	HIF act	KLF5 inhibitor	Platelet DG rel	IEC-6 tox
N#CC1=C(N)Oc2cc(O)ccc2C1c1ccncc1 (stereo not drawn)	8	/	/	-2	/	9	/	-32	/	-5
COc1ccc(CC(=O)Nc2ccccc2C(=O)N2CCOCC2)cc1	-5	2	-9	3	-8	33	-0.3	-2	5	-5
CC1CCN(S(=O)(=O)c2cccc(-c3nnc(-c4cccnc4)o3)c2)CC1	3	0	9	0	-1	20	0.0	19	9	7
CCN(CC)c1ccc(/C=N/NC(=O)c2cc3ccccc3[nH]2)cc1	-4	-6	-8	0	-8	18	-0.3	-24	7	10
COc1cc(CNc2ccc3[nH]c(=O)[nH]c3c2)ccc1OCc1ccccc1F	-7	18	-107	-3	22	3	1.3	-29	4	-1
Cc1cc(C)cc(CC(CC(=O)Nc2ccc(Cl)cc2)C(=O)O)c1 (stereo not drawn)	-4	-7	0	1	-5	2	1.7	-27	6	-1
CC(C)OC(=O)c1c(NC(=O)CCn2nnc3ccccc32)sc2c1CCCC2	-8	-13	14	0	-32	31	0.1	-7	-9	4
COc1ccc(OC)c(NC(=O)N2CCCC(C(=O)c3ccccc3OC)C2)c1 (stereo not drawn)	5	2	2	-3	-11	7	-0.5	-9	-8	2
COc1ccc(OC)c(N/C=C2/CCCCC2=O)c1	-5	7	10	-1	11	5	-0.4	-22	6	-2
CC(C)Nc1nc(Cl)nc(NC2CCCCC2)n1	-4	2	19	-6	-13	13	-14	-20	-1	-1
CC1=C(C(=O)N2CCOCC2)C(c2ccc(O)cc2)NC(=S)N1 (stereo not drawn)	-1	-10	11	1	-3	18	0.1	-45	0	-1
COc1cccc(NC(=O)NCc2cccn2C)c1	-5	6	-37	6	6	-60	0.4	-29	-12	4
COc1cccc(OCc2cc(C(=O)NCCN3CCCCC3CO)no2)c1 (stereo not drawn)	7	2	4	-2	-2	18	-0.1	-22	-2	-5
Cc1cc(C)cc(NCC(=O)Nc2c(C)cccc2C)c1	10	-8	-9	3	15	13	0.4	-28	3	1
CCC(O)(CC)C(=O)N=Nc1c(O)[nH]c2ccccc12	8	-2	-3	1	19	-8	0.2	3	-2	2
O=C1/C(=C/c2ccc(N3CCOCC3)o2)SC(=Nc2ccccc2)N1CCc1c[nH]c2ccccc12	-3	20	-121	1	8	24	-3.8	-1	21	-2
COc1cccc(CN2CCN(c3nc4nonc4nc3NC3CC3)CC2)c1	6	-8	7	6	10	8	-0.4	-11	-6	4
COc1cc(OC)nc(Oc2ccc(NC(C)=O)cc2)n1	-1	0	-14	1	6	38	-0.2	1	5	3
COc1ccc(C2=CC(=O)CC(c3ccc(OC)cc3)C2)cc1 (stereo not drawn)	4	-5	-26	5	11	14	0.6	-23	10	8
Cn1c(SCC(=O)Nc2sccc2C#N)nnc1-c1ccccc1	4	/	/	-2	/	/	/	-42	/	-3
COc1ccc2oc(C(=O)NCc3ccco3)c(C)c2c1	-5	10	-93	-4	7	19	1.7	-31	-10	0
CCOC(=O)N1CCN(C(=O)Nc2ccc3oc(C)nc3c2)CC1	5	4	8	-3	-2	5	/	-16	-11	-8
CN=C(Nc1cc(C)nn1CCC#N)c1ccccc1F	3	1	19	0	-2	11	0.1	-17	9	-6
Cc1cc(C)cc(NC(=O)N2CCC(C(=O)c3ccc(F)cc3)CC2)c1	7	-6	-4	2	-17	6	-0.2	0	4	-1
CC12COC3(C(=O)Nc4cccnc4)CC1CCC32C (stereo not drawn)	2	-12	-22	-3	3	8	0.0	-47	-6	1
Cc1cc(-c2nnc(SCC(=O)Nc3c(C)cccc3C)n2N)n[nH]1	6	-1	14	-4	-1	16	-0.5	-33	-5	-17
O=C1C2C3C=CC(C3)C2C(=O)N1CNc1ccccn1 (stereo not drawn)	3	-4	3	-4	-11	-4	0.1	-41	-1	-7
NC(=O)Cn1c(S(=O)(=O)Cc2ccccc2)nc2ccccc21	4	-7	-35	4	6	39	-1.5	6	0	-3
CCN(CC)C(=O)c1cc(C(C)(C)C)c(O)c(C(C)(C)C)c1	-2	-6	8	-2	16	9	-0.1	-31	2	-4
CCC(C#CCN1CCOCC1)(CC)OCCC#N	3	3	-1	0	-13	10	-0.1	-18	15	-2

Nothing new here: entries from further up.
SMILES	HDAC3 inh	HSF1 inh	aSyn UTR inh	HSP90 inh	HSF1 activator	AI-2 QS modul	HIF act	KLF5 inhibitor	Platelet DG rel	IEC-6 tox
CCN(CC)C(=O)c1cc(C(C)(C)C)c(O)c(C(C)(C)C)c1	-2	-6	8	-2	16	9	-0.1	-31	2	-4
CCC(C#CCN1CCOCC1)(CC)OCCC#N	3	3	-1	0	-13	10	-0.1	-18	15	-2

The list goes on.
SMILES	HDAC3 inh	HSF1 inh	aSyn UTR inh	HSP90 inh	HSF1 activator	AI-2 QS modul	HIF act	KLF5 inhibitor	Platelet DG rel	IEC-6 tox
O=C1CC(C(=O)O)(c2ccccc2)c2cccc(F)c21 (stereo not drawn)	2	-5	2	-2	3	21	-0.9	-29	-5	2
COCCN1C(=O)N(c2cccc(C)c2)C(=O)C1CC(=O)Nc1ccc(F)cc1 (stereo not drawn)	15	/	/	-3	/	/	/	-6	/	-6
CC(Oc1ccc(Cl)cc1Cl)C(=O)Nc1ccc(O)cc1 (stereo not drawn)	17	4	-12	-1	13	23	0.2	-20	-1	-2
CCn1ccnc1CNCc1ccc(OCC(O)CN(C)Cc2ccccc2)cc1 (stereo not drawn)	-4	-3	-4	-4	-16	8	-0.2	-31	18	1
CCOc1ccccc1NC(=O)NCc1ccccc1F	-5	-11	-5	-2	-25	13	-0.4	-10	0	3
O=C(CS(=O)(=O)c1cn(Cc2ccccc2Cl)c2ccccc12)N1CCOCC1	1	3	32	-1	24	7	-0.2	-17	-1	-6
NC(=O)c1ccc(NC(=O)COC(=O)c2c3c(nc4ccccc24)/C(=C\c2ccc4c(c2)OCO4)CCC3)cc1	/	-24	-54	-5	-23	49	-0.1	-24	6	-12
COCCNC(=O)C(C)OC(=O)c1nsc(Cl)c1Cl (stereo not drawn)	9	-5	35	-1	-7	20	0.6	-2	-2	4
COc1cccc(-n2c(N)cc(=O)nc2SCC(=O)N2CCN(c3ccccc3)CC2)c1	2	2	5	5	-8	7	-0.2	2	-6	3
Cc1ccc(-c2ocnc2C(=O)N2CCOCC2)cc1	-9	-14	0	-1	8	11	-8.4	-12	15	-2
C=Cn1c(C(=O)O)ccc1-c1ccc(CC)cc1	-3	5	1	6	15	-87*	-0.4	2	2	-6
CCC1=C(OC(=O)N(CC)CC)N2C(=O)OC(=NCCc3c[nH]c4ccccc34)[C@]2(C)[C@H]2C1=CC[C@H]1C(=O)N(CC)C(=O)[C@H]12	8	-5	-3	/	0	31	-0.4	/	-2	/
C#CCOCCOCCOCCNc1nc(N2CCN(C(=O)C(Cc3ccc(O)cc3)n3cc(C(N)CC(C)C)nn3)CC2)nc(N2CCN(C(=O)C(Cc3cc4ccccc4[nH]3)n3cc(C(N)Cc4ccc(O)cc4)nn3)CC2)n1 (stereo not drawn)	?	-2	14	3	1	34	0.2	-21	11	-12
NC1=NC(=O)C(CC(=O)Nc2ccc3c(c2)OCO3)S1 (stereo not drawn)	6	-11	14	0	3	17	-0.3	-16	-1	-8
CCOCCCNC(=O)Cn1nc(-c2ccccc2)ccc1=O	-10	1	-33	-2	20	-3	-0.2	-2	-7	9
C[C@H]1CC[C@]2(O[C@H](CCO)C[C@@H](O)[C@@H]2O)O1	2	1	-21	/	-12	18	-3.8	/	-8	/
c1ccc(CCCc2nc(-c3ccccn3)no2)cc1	-1	1	-70	2	25	-41	1.7	-53	-7	-2
CCn1cc(/C=C/C(=O)Nc2ccn(Cc3c(F)c(F)cc(F)c3F)n2)cn1	/	3	11	0	-1	5	-0.1	7	-9	-3
CCOc1ccc(NC(=O)CN(C)C(=O)CCCOc2ccc(Cl)c(C)c2)cc1OCC	2	3	-6	3	17	21	0.3	-25	1	-5
Cc1nnc(C)n1N1C(=O)c2cccc3cccc(c23)C1=O	-5	-5	12	0	-7	22	/	-12	-6	4
Cc1cc(C)nc(/N=C2\NC(=O)CC(C(=O)O)N2c2ccc(C)c(C)c2)n1 (stereo not drawn)	3	0	6	1	10	18	0.3	-3	-3	0
CCN(C(=O)COC(=O)CNC(=O)c1ccc(F)cc1)C1CCS(=O)(=O)C1 (stereo not drawn)	-2	-5	9	0	6	10	-1.2	13	0	6
CC(CN1CCCCC1)OC(=O)COc1ccc(Cl)cc1 (stereo not drawn)	8	-9	-2	0	2	13	-0.8	-25	?	1
COCCN1C(=O)c2cc(C(=O)Nc3ccc(C)c(F)c3)ccc2C1Nc1ccc(C)c(F)c1 (stereo not drawn)	5	17	-12	-1	14	10	0.6	-12	0	-1
Fc1ccccc1Cc1noc(CN(Cc2ccccn2)CC2CCCO2)n1 (stereo not drawn)	4	1	23	-8	4	32	-0.5	-1	0	-6
COc1ccc(S(=O)(=O)N(CCC(N)=O)Cc2ccco2)cc1OC	6	-5	-15	1	1	5	-0.1	-22	-6	-4
O=C(NC(=S)NC1CCSC1=O)c1cccs1 (stereo not drawn)	0	-13	-6	-3	-3	12	0.5	-6	-16	3
O=C1Cc2ccccc2Sc2ccc(O)cc21	9	/	18	0	/	-31	/	-26	-2	3
CNC(=S)N1CCC(NC(=O)C(Cc2ccc(OC)cc2)NC(C)=O)CC1 (stereo not drawn)	-6	0	-14	-2	-4	19	1.3	-20	10	1
CCCN(C(=O)CCNC(=O)Cn1cnc2ccccc2c1=O)c1cccc(C)c1	-6	-8	-14	0	0	8	-0.1	-32	-9	4
COCCn1c(-c2ccccc2)nc2oc3cc(OC)ccc3c(=O)c2c1=O	3	-7	-4	1	-2	21	-0.2	-2	9	-6
COc1ccccc1-c1nnc(NC(C)=O)s1	-13	12	-91	5	29	22	1.7	-35	4	6
O=C(O)CC(CP(=O)(c1ccccc1)c1ccccc1)C(=O)O (stereo not drawn)	-2	7	5	-1	28	6	0.3	-6	0	-2
CCc1n[nH]c(=S)n1/N=C/c1cc(Br)c(O)c(OC)c1	12	-3	9	-3	-4	38	-0.7	-12	-1	-3
O=C(O)COc1ccc(/C=N/NC(=O)COc2nsnc2N2CCOCC2)cc1	14	3	5	-1	-5	-1	-0.1	-25	-2	-4
Cc1c(C(=S)Nc2ccccc2)cnn1-c1ccccc1	9	21	-108	-5	62*	-9	2.4	-68	-7	-9
CCOc1ccccc1N1C(=O)CC(Sc2nccc(C)n2)C1=O (stereo not drawn)	-7	-4	5	-3	1	-2	-0.3	-31	-1	-3
CCOC(=O)C1=C(CN2CCN(C(=O)c3ccco3)CC2)NC(=O)NC1c1ccc(F)cc1 (stereo not drawn)	3	-1	5	2	23	6	-0.3	-8	-3	9
